Source: PubChem BioAssay
CXXC DNA block: qHTS Fluorescence Polarization Assay for Inhibitors of MLL CXXC domain - DNA interaction | Histone-lysine N-methyltransferase 2A (Homo sapiens), Q03164 | MLL-CXXC / FITC-HOXA9 DNA fluorescence polarization | Potency, µM (top dose mostly 115 µM), inactives show at the highest dose activity change, negative = inhibition, usual class: inhibitors | 290,000 compounds, 0.037% hits; active = well fitted inhibition curve with a large enough effect in the polarisation, with a control signal flat, not every such curve was filed as active; inconclusive = small, poorly fitted or top-dose-only effect, or effect the other way, or a change in a side signal; inactive = no such curve, though single readings can be large or run the other way; the % refers to the polarisation; also: potency is read from the fitted curve at half-maximal effect
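Steps: dispense CXXC domain solution (7 uM) → pin compounds or unlabeled HOX-A9 DNA control → 5 min ambient → add FLSN-HOX-A9 solution (50 nM) → spin → 30 min ambient → fluorescence polarization. Tris pH 7.5/NaCl/DTT/BSA buffer.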
GALK inhibitor: qHTS Assay for Inhibitors of Human Galactokinase (GALK); P51570; Potency, µM (series often up to 57.5 µM), for the others: at the highest dose activity change, negative = inhibition, most hits filed as inhibitors; Purified GALK, Kinase-Glo residual ATP luminescence; 270,000 compounds, 0.007% hits; also: potency is read from the fitted curve at half-maximal effect; % is scaled to controls: 0 for no effect and ±100 for the full control effect
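Luminescence from leftover ATP (Ultra-Glo luciferase/luciferin) served as read-out after a 1 h room-temperature reaction of 5 nM GALK with 35 uM ATP and 100 uM galactose.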
TRPV1 agonist: HTS Assay for Compounds that Act as Agonists of the Vanilloid Receptor 1; activation, % at 8.33 µM; Transient receptor potential cation channel subfamily V member 1 (Homo sapiens), Q8NER1; 320,000 compounds, 0.19% hits; TRPV1-expressing cells, Fluo-8 calcium influx, agonist mode; AID 540275, 2011; in the data active = activation above about 80%; inconclusive = between about 30% and that limit; also: 0% is about no effect
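Fluo-8 calcium influx in TRPV1-expressing cells, kinetic read (ex 480/em 520 nm). Compound added and read 3 min for agonist activity, followed by capsaicin at EC20 final and 2 min further read for enhancement.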
Coupling enz: qHTS Assay for Inhibitors of Fructose-1,6-bisphosphate Aldolase from Giardia Lamblia: Coupling assay counterscreen | coupling enzyme system counterscreen, AmpLite Red fluorescence | activity change, negative = inhibition, % at 58.2 µM, hits read low | 290,000 compounds, 0.67% hits | AID 2472, 2010; in the data active = activity change below about -30%; also: % is scaled to controls: 0 for no effect and ±100 for the full control effect
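Counterscreen lacking aldolase: glyceraldehyde-3-phosphate coupling-enzyme reagent preincubated 10 min at RT with compound (at 57.5 uM final), then substrate/coupling system with AmpLite Red added; fluorescence read at 525/598 nm after 20 min RT.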
AT treatment: qHTS Assay for Identifying a Potential Treatment of Ataxia-Telangiectasia; […] A-T fibroblasts, KAP-1 phosphorylation AlphaLISA; neocarzinostatin DNA damage 30 min before lysis; Potency, µM (top dose mostly 57.5 µM), for inactives: at the highest dose activation, usual class: activators; 320,000 compounds, 0.19% hits; also: potency is read from the fitted curve at half-maximal effect; % of control where 0% means no effect; nearly all actives have a fitted effect of over 45% in size
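hTERT-immortalized A-T patient fibroblasts ([…]), 500 cells/well in OPTI-MEM, 1% FBS, got compounds for 60 min, then NCS for 30 min at 37C. Lysates were then assayed for phospho-KAP-1 by AlphaLISA (anti-pKAP1 donor, anti-KAP1 acceptor beads), 6 hr at 25C.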
Integrin act MD: qHTS for Activators of Integrin-Mediated Alleviation for Muscular Dystrophy. alpha7betagal myoblasts, beta-gal FDG fluorescence, 48 h. Potency, µM (series often up to 38.3 µM), without a hit: at the highest dose activation, usual class: activators. 350,000 compounds, 0.064% hits. AID 624291, 2012;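 also: potency is read from the fitted curve at half-maximal effect; 100% = response of the positive control SU9516; nearly all actives have a fitted effect of over 60% in size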
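Alpha7betagal+/- myoblasts (passage 13) were plated 16-24 hr, then exposed to compounds (1:260 dilution of DMSO stock) for 48 hours at 37C. After MPER lysis, β-galactosidase reporter activity was read as FDG fluorescence (ex 480/em 540) after 30 minutes.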
MBNL1 CUG block: qHTS Assay for Inhibitors of MBNL1-poly(CUG) RNA binding; 280,000 compounds, 0.036% hits; TR-FRET MBNL1-His/biotin-(CUG)12 binding, 665/545 ratio; Potency, µM (titrated, usually from 57.5 µM), for inactives: top-dose activity change, negative = inhibition, hits mostly inhibitors; Muscleblind-like protein 1 (Homo sapiens), Q9NR56; active = well fitted inhibition curve with a large enough effect in the signal ratio, with a control signal flat, not every such curve was filed as active; inconclusive = small, poorly fitted or top-dose-only effect, or effect the other way, or a change in a side signal; inactive = no such curve, though single readings can be large or run the other way; the % refers to the signal ratio; also: potency is read from the fitted curve at half-maximal effect; % is scaled to controls: 0 for no effect and ±100 for the full control effect
Target sequence (Q9NR56 whole entry, looked up): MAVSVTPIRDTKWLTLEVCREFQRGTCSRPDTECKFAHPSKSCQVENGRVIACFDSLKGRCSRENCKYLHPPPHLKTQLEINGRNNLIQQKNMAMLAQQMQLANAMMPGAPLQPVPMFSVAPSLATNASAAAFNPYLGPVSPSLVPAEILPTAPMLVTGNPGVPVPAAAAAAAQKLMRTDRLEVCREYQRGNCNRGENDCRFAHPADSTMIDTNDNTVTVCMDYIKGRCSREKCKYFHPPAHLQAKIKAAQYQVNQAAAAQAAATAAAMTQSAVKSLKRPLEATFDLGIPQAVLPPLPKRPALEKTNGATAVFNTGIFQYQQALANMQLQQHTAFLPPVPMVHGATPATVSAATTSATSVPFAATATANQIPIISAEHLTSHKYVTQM
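TR-FRET readout: Ex 340 nm, 665/545 nm emission ratio, normalized to buffer-only (basal) and MBNL1-(CUG)12 controls. Complex of MBNL1-His with Biotin-(CUG)12, compounds 92 nM–58 uM, incubated 60 min at room temperature.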
KCNH2 3.1 block: qHTS for Inhibitors of KCHN2 3.1: Mutant qHTS; U2OS KCNH2 3.1, thallium flux FluxOr; active compounds read low; activity change, % (tested at about 1.8 µM); 340,000 compounds, 0.95% hits; AID 720553, 2013;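 active = maximum activity change below -70%; inconclusive = maximum activity change from -70% to -50%; inactive = maximum activity change above -50%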;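 also: thallium influx rate constant from kinetic fluorescence after stimulation buffer; % is scaled to controls: 0 for no effect and ±100 for the full control effect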
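Steps: virus added to U2OS suspension (4 h, RT, dark); medium with 10% FBS added, cells plated, 37 C overnight; FluxOr/Red40 loading buffer 45 min RT; stimulation buffer, 2 min kinetic read; rate constant normalized.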
ASM inhibitor: Inhibitors of Secretory Acid Sphingomyelinase (S-ASM): qHTS | Sphingomyelin phosphodiesterase (Homo sapiens), P17405 | placental ASM, HMU-PC fluorogenic substrate, 60 min | Potency, µM (titrated, usually from 57.5 µM), inactives show top-dose activity change, negative = inhibition, hits mostly inhibitors | AID 504937, 2011 | 340,000 compounds, 0.006% hits; also: potency is read from the fitted curve at half-maximal effect
Target sequence (P17405 47-631 limits assumed): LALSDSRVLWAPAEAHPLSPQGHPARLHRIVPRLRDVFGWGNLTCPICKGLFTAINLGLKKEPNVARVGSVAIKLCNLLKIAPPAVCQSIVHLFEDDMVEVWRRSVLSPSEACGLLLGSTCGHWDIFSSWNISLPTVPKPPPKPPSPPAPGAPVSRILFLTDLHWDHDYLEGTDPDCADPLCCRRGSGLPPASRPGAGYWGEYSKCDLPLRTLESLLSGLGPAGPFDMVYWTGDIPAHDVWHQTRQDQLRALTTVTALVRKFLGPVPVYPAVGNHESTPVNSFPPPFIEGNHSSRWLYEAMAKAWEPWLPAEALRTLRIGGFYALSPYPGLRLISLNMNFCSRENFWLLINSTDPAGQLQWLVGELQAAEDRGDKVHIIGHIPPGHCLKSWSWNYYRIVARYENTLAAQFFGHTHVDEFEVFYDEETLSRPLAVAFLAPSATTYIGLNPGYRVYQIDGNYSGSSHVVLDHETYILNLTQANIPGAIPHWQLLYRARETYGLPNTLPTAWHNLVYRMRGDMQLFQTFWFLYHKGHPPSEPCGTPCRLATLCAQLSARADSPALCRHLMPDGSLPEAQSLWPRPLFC
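qHTS format. ASM enzyme prepared from human placenta hydrolyses the fluorogenic substrate HMU-PC0 (9 uM final) over 60 min at 37 °C after a 10 min compound preincubation.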
KCNH2 WT inh: qHTS for Inhibitors of KCHN2 3.1: Wildtype qHTS; Voltage-gated inwardly rectifying potassium channel KCNH2 (Homo sapiens), Q12809; U2OS, BacMam KCNH2, thallium flux FluxOr; active compounds read low; activity change, % at 1.84 µM; 340,000 compounds, 0.37% hits; AID 720551, 2013;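 active = maximum activity change below -70%; inconclusive = maximum activity change between -70% and -50%; inactive = maximum activity change above -50%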; also: % is scaled to controls: 0 for no effect and ±100 for the full control effect
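U2OS cells transduced with wild-type KCNH2 virus are loaded with FluxOr dye for 45 min, and thallium flux is measured in kinetic reads before and after stimulation buffer. Rate constants are normalized to DMSO controls.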
* marks the source's active call; other numbers are inactive results; ? = inconclusive; / = not tested or not shown; [ ] = another dose, or the depositor's remark. Unless noted, calls follow the shape of the dose curve; as a rule, active = well fitted curve in the direction sought with a large enough effect; inconclusive = small, poorly fitted or top-dose-only effect, or another doubt; inactive = no such curve, though single readings can be large; an effect the other way counts as inactive or inconclusive. The order is random; overall some 2% were active at least once.

SMILES	CXXC DNA block	GALK inhibitor	TRPV1 agonist	Coupling enz	AT treatment	Integrin act MD	MBNL1 CUG block	KCNH2 3.1 block	ASM inhibitor	KCNH2 WT inh
COc1ccc(COCC(O)CN2CCc3ccccc3C2)cc1OC (stereo not given)	12.0%	-0.2%	5.0	2.4	-3.7%	30.5%	0.4%	-2.8	3.9%	6.7
C[C@H](CO)N1C[C@H](C)[C@@H](CN(C)S(=O)(=O)c2cccs2)Oc2ccc(NS(=O)(=O)c3ccccc3)cc2CC1=O	/	/	/	/	1.6%	1.4%	/	1.2	-4.6%	8.0
O=S(=O)(NCc1ccccn1)c1ccccn1	14.3%	/	0.8	2.1	2.4%	0.0%	-5.9%	/	4.3%	/
COCCCNC(=O)/C(C#N)=C/c1c(N2CCN(c3cccc(Cl)c3)CC2)nc2c(C)cccn2c1=O	6.2%	/	18.7	-1.5	-14.3%	0.0%	13.5%	-9.9	/	-0.3
Cc1ccc(NC(=O)c2ccccn2)c(Br)c1	-4.1%	10.5%	3.9	-1.5	4.4%	18.1%	-0.1%	2.5	-2.6%	/
COC(=O)c1ccc(COC(=O)CNC(=O)c2cccc(OC)c2)o1	/	/	-1.8	/	-10.0%	37.8%	/	0.5	3.1%	6.4
O=C(NC1(C(F)(F)F)C(=O)Nc2c1c(=O)[nH]c(=O)n2-c1ccc(F)cc1)c1cccnc1 (stereo not given)	0.5%	-0.2%	1.4	/	0.3%	11.2%	3.2%	8.1	-0.6%	0.9
Cc1oc(-c2ccc(Cl)cc2)cc1C(=O)NC1CCN(Cc2ccccc2)CC1	1.1%	-2.1%	/	0.2	4.9%	-77.6%[inhibitor]	/	-44.7	-3.8%	15.0
CCC(C)N1CC23C=CC(O2)C(C(=O)OCc2ccccc2)C3C1=O (stereo not given)	5.5%	-1.1%	-0.8	1.4	-0.1%	11.9%	-7.5%	10.1	0.5%	10.3
CCOc1ccc2cc(/C=C/C(=O)c3ccco3)c(Cl)nc2c1	29.8%	-2.8%	0.8	-1.4	2.6%	-18.6%	-7.4%	-5.5	41.1%[activator]	-3.4
N#C/C(=C\c1ccc(OC(=O)c2ccc(Br)s2)cc1)c1nc2ccccc2[nH]1	96.0%[activator]	-2.5%	20.2	2.5	2.1%	1.3%	3.9%	11.5	18.8%	-0.8
O=[N+]([O-])c1ccc(NCCc2ccccc2)c(Br)c1	-3.2%	-1.1%	7.3	0.3	15.8%	-4.4%	6.3%	9.4	-9.0%	-27.5
CCN(c1ccccc1)S(=O)(=O)c1ccc(OC)c(NC(=O)c2cccs2)c1	-5.0%	-6.2%	11.8	-0.9	-2.6%	-19.8%	-2.2%	?	-1.5%	2.8
Cc1cc(C)cc(C(N)=Nc2cccc(C#N)c2)c1	-8.9%	4.5%	-0.7	0.6	20.0%	-6.7%	0.6%	14.2	3.2%	11.0
COC(=O)CCC(=O)Nc1ccc(S(=O)(=O)N2CCc3ccccc32)cc1	1.4%	-0.6%	29.5	-8.9	11.4%	1.9%	-6.7%	-10.4	5.0%	-10.1
CCOC(=O)C1=C(C)NC(C)=C(C(=O)OCC)C1c1ccc(C)o1	-14.9%	0.2%	22.9	-3.8	-1.6%	?	3.4%	30.7	11.2%	0.5
CN(C)c1ccc(CNC(=O)c2ccc(CNc3c(N4CCCCC4)c(=O)c3=O)cc2)cc1	13.1%	2.0%	2.3	-0.7	-1.9%	-6.9%	-5.4%	-8.5	-2.3%	2.6
O=C(Nc1ccccc1)C1=C[C@H](C2CCCCC2)C[C@H](OCCCCO)O1	/	/	/	/	/	0.7%	/	-12.2	-8.3%	11.6
O=C1c2ccccc2NC(c2ccccc2)N1Cc1ccco1 (stereo not given)	4.9%	10.8%	0.3	2.9	7.0%	34.8%	5.1%	10.3	196.6%[activator]	2.3
Cc1noc(NS(=O)(=O)c2ccc(N/C=C\C(=O)c3ccccc3)cc2)c1C	16.3%	1.0%	-2.7	17.5	-1.7%	10.2%	?	-1.8	19.3%	6.2
CC(C)(C)N(Cc1nc(-c2ccccc2)no1)C(=O)c1ccc2c(c1)OCO2	1.7%	-0.4%	21.7	-2.2	2.2%	-6.8%	-1.5%	4.0	-3.5%	4.2
COCCCNc1nc(N)c([N+](=O)[O-])c(Nc2ccccc2OC)n1	-9.2%	-0.1%	4.3	-1.9	0.0%	-12.9%	0.5%	-13.6	-1.5%	-1.0
CCOc1ccc(Cl)cc1S(=O)(=O)N1CCC(C(=O)NC2CC2)CC1	-6.5%	5.2%	0.5	3.4	8.6%	15.7%	-3.4%	-1.8	-2.5%	-18.6
CC(=O)Nc1ccc(C(=O)OCC(=O)Nc2ccc([N+](=O)[O-])cc2C(F)(F)F)cc1	2.8%	4.5%	-1.5	-0.7	-7.1%	-19.0%	?	3.3	/	-3.9
N#C/C(=C\c1c(N2CCCCC2)nc2ccccn2c1=O)C(=O)NCc1ccco1	8.9%	0.9%	5.8	1.6	5.2%	0.6%	/	0.0	16.1%	2.7
CC12CN(Cc3ccccc3)CC(C)(CN(Cc3ccccc3)C1)C2=O	-0.9%	12.8%	2.4	2.4	-4.2%	-0.2%	0.5%	6.8	-0.1%	-0.5
CCc1nnc(NC(=O)CSc2nnc(C)n2CC2CCCO2)s1 (stereo not given)	5.9%	-1.3%	0.7	2.1	2.5%	7.8%	-13.5%	5.0	2.8%	-161.0*
Cc1ccnc(NS(=O)(=O)c2ccc(NC(=O)Cc3ccc(Cl)cc3)cc2)n1	-0.6%	1.3%	1.6	10.0	8.6%	-37.7%	-4.6%	4.9	4.1%	2.1
Cn1c(=O)c2c(SCC(=O)N3CCCc4ccccc43)nc(CC(C)(C)C)nc2n(C)c1=O	2.7%	-2.1%	1.7	-2.9	-6.0%	-23.4%	-14.3%	-20.8	-10.6%	4.4
Cc1cnn(C(=S)NCc2ccco2)c1	7.0%	0.5%	-1.8	-27.7	1.6%	-34.5%	8.4%	7.7	0.8%	-3.2
Cc1cccc(NC(=O)Cc2cccs2)n1	-3.3%	0.2%	2.4	-1.2	/	11.7%	-4.6%	-6.2	1.7%	0.0
O=C(O)c1cc(S(=O)(=O)N2CCCCCC2)ccc1Cl	-4.9%	2.2%	-0.6	8.4	7.5%	18.1%[7.66 µM]	2.6%	-5.9	3.5%	-22.9
CCOC(=O)C1=C(C)NC(C)=C(C(=O)OCC)C1C(=O)OCC(=O)N(C)C	1.0%	5.2%	0.7	-1.6	-3.4%	9.1%	1.0%	-32.2	58.0%[activator]	1.7
CC(C)C(=O)NC(=S)Nc1sc2c(c1C(N)=O)CCCC2	6.5%	1.7%	1.8	-0.5	15.4%	9.4%	42.4%[activator]	5.9	-1.3%	-5.9
CC(=O)Nc1ccc(-c2ccccc2)s1	-5.5%	-1.1%	-3.7	-1.8	12.6%	18.8%	8.7%	-7.6	2.3%	5.1
O=C(COC(=O)Cc1ccccc1F)NCCc1ccccc1	/	/	?	/	9.4%	-6.8%	/	-0.2	5.2%	-8.6
CCOc1cc(NC(=O)c2ccccc2C)c(OCC)cc1NC(=O)C1=Cc2ccccc2OC1	13.9%	1.3%	3.0	1.9	0.4%	-8.2%	3.3%	-2.9	-3.2%	-4.0
CC(=O)Nc1ccc(NC(=O)C2C3CCC(C3)C2C(=O)O)cc1 (stereo not given)	1.4%	0.4%	-2.1	-0.1	38.2%	1.5%	-11.8%	-4.6	3.5%	8.3
CS(=O)(=O)N(Cc1ccc(C(=O)NCc2ccco2)cc1)c1ccccc1	13.9%	-1.5%	-0.2	10.6	4.0%	-9.9%	-0.7%	-0.6	1.3%	10.4
Cc1ccc2nc(-c3ccccc3O)c(Nc3ccc4c(c3)OCCO4)n2c1	0.8%	/	-0.8	-1.9	-3.5%	-42.4%	27.8%	-28.5	10.8%	-15.8
Nc1cc2c(cc1Br)-c1ccc(F)cc1C2O (stereo not given)	/	/	/	/	/	5.0%	/	29.4	-4.8%	-1.5
